D1 allo mod – D1 CRE-luciferase signal change, two-sided – cell-based, HEK293 D1, dopamine EC30, D1 allosteric modulator project, primary screen. D(1A) dopamine receptor (Homo sapiens), P21728. 58,000 compounds, 5.9% hits. dopamine EC30 potentiation; actives deviate in either direction. AID 641, 2007. B-score at 10 µM;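 active = luminescence count or its row- and column-corrected plate score outside the 99.7% band of the plate's sample wells, on either side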
M1 agonist – M1 muscarinic receptor agonists, primary screen, CHO-M1 cells, Fluo-4 calcium, agonist mode; Fluo-4 calcium fluorescence; hits give high values; AID 626, 2007; Muscarinic acetylcholine receptor M1; B-score at 10 µM; 64,000 compounds, 3% hits;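 active = fluorescence rise, raw or as B-score row- and column-corrected plate score, outside the 99.7% band of its plate's samples, either direction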
Ec RNAP inh – E. coli RNAP inhibitors, biochemical | DNA-directed RNA polymerase subunit beta (Escherichia coli (strain K12)), P0A8V2 | E. coli RNA polymerase, fluorescence transcription assay | inhibition, %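 (tested at 10 µM)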 | 62,000 compounds, 0.2% hits; in the data active = inhibition above about 20%;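 also: 0% = enzyme without compound and 100% = no enzyme blank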
Target sequence (P0A8V2 whole entry, looked up): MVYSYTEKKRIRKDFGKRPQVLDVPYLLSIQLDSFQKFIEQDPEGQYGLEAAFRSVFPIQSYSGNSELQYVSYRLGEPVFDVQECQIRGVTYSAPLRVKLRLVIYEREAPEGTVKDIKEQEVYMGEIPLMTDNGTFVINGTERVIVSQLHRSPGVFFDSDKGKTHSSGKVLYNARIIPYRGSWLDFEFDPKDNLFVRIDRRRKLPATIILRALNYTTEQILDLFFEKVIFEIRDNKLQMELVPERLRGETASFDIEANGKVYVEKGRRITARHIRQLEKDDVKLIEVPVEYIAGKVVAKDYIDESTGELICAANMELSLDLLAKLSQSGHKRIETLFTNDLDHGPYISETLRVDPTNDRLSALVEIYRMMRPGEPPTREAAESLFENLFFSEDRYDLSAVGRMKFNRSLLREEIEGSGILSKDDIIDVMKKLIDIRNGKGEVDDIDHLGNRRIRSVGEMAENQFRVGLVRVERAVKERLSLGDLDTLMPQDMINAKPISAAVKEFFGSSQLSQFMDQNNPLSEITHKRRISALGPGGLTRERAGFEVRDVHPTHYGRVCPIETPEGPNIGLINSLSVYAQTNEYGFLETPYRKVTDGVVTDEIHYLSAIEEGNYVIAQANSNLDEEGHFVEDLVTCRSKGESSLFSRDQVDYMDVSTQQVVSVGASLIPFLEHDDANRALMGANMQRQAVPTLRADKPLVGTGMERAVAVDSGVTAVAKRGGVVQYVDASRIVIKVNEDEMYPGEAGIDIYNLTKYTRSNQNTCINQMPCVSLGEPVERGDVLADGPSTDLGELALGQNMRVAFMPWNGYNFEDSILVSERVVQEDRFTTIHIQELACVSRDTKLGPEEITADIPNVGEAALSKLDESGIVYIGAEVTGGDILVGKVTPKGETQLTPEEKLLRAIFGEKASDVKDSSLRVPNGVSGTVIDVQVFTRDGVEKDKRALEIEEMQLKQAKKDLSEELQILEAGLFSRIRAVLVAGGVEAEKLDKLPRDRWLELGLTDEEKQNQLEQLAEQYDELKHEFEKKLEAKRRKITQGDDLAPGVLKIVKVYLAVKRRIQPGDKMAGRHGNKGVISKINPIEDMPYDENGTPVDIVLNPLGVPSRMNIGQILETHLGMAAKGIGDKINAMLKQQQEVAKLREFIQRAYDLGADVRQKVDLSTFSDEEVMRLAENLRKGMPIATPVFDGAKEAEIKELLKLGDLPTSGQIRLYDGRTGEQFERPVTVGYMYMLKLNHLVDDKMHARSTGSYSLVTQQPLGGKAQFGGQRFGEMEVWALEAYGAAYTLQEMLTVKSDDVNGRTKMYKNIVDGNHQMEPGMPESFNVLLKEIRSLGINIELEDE
NADH coupling – inhibitors of PK/LDH coupling enzymes, profiling panel, artefact control, biochemical, MLSMR library; coupled PK/LDH NADH assays, four targets; IC50, µM (series often up to 10 µM), inactives show at the highest dose inhibition; 65,000 compounds, 0.02% hits;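 active = single-dose screening hits from any of four coupled enzyme assays that gave an IC50 when retested across doses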;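 also: the DPM-DC format reads NADH fluorescence rather than 340 nm absorbance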
HTR1A agonist – human 5-HT1a receptor agonists, primary screen, cell-based, CHO, Ga15 NFAT-bla reporter; CHO 5-HT1a Ga15 NFAT-bla reporter, FRET ratio; 0% basal, 100% maximal reference agonist; activation, % at 10 µM; 5-hydroxytryptamine receptor 1A (Homo sapiens), P08908; 65,000 compounds, 0.56% hits;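 active = activation above the screen-wide mean activation plus 3 SD, cut at about 19% in these data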;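 also: 0% = DMSO wells and 100% = 5-CT at EC100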
HER2 expr 66K – inhibitors of Her2 protein expression, primary screen, SKBR-3 cells, AlphaScreen, 66K library; Receptor tyrosine-protein kinase erbB-2 (Homo sapiens), P04626; SKBR-3 HER2 protein level, 18-24 h; hits give low values; HER2 level % of control, % at 10 µM; 65,000 compounds, 0.69% hits;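 active = HER2 level under 5% of the carrier-only control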;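 also: 100% = DMSO carrier and 0% = 500 nM PU-H71 HSP90 inhibitor; lower value means stronger loss of Her2 protein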
Hsp90 block – tumor Hsp90 inhibitors, primary screen, cell lysate, fluorescence polarization, NCI-N417 lysate | AID 429, 2006 | inhibition, % at 30 µM | Cy3B-geldanamycin FP displacement | 64,000 compounds, 0.35% hits;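 active = inhibition above 50%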;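 also: 0% = tracer plus lysate wells and 100% = tracer alone without lysate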
Autofluor 339 – intrinsic fluorescence of library compounds, ex339/em460 – biochemical, MLSMR library, data from DPM-DC assay, artefact control, profiling panel; compound autofluorescence, ex339/em460 nm, NADH buffer; hits give high values; 1 = no-compound wells, NADH background; fluorescence fold increase at 10 µM; 65,000 compounds, 5.5% hits;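 active = at 10 µM, mean starting fluorescence two-fold or more over control wells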;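 also: signal is the first read of a kinetic run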
M1 antag – antagonists of rat M1 muscarinic receptor. CHO-M1 cells, Fluo-4 calcium, ACh EC80 antagonist mode; hits give low values. B-score at 10 µM. 64,000 compounds, 3.4% hits. AID 628, 2007;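 active = calcium fluorescence response, raw or row-and-column corrected B-score, differing from the plate sample mean either way at a set confidence level, mostly lower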
Active calls of the source: *; [ ] = another dose, or the depositor's remark.

O=C(Nc1nc2c(s1)CCCC2)c1ccc(Br)o1 was read as D1 allo mod -0.89, M1 agonist 0.67, Ec RNAP inh 5, NADH coupling 2%, HTR1A agonist 0.7, HER2 expr 66K 49, Hsp90 block 1, Autofluor 339 1.1 and M1 antag 0.72.
Screening COc1ccc(-c2nnc(SCCC(=O)O)n2C)cc1OC returned D1 allo mod 0.3, M1 agonist -0.22, Ec RNAP inh 4, NADH coupling 5%, HTR1A agonist -2.2, HER2 expr 66K 106, Hsp90 block 0, Autofluor 339 1.1 and M1 antag -0.7.
COc1ccc(OCCSc2nnc3sc4ccccc4n23)cc1 was read as D1 allo mod 0.74, M1 agonist 0.1, Ec RNAP inh 7, NADH coupling 5%, HTR1A agonist -1.0, HER2 expr 66K 89, Hsp90 block -1, Autofluor 339 1.1 and M1 antag -1.1.
Screening COC(=O)C1=C(C)OC(N)=C(C#N)C1c1cc(OC)c(OCC(N)=O)cc1Cl (centres undefined) returned M1 agonist 0.93, Ec RNAP inh -2, NADH coupling 41%, HTR1A agonist -5.4, HER2 expr 66K 90, Hsp90 block -2, Autofluor 339 1.3 and M1 antag 0.0021.
`O=c1[nH]c2cnccc2n1-c1ccccc1` gave M1 agonist -0.94, Ec RNAP inh 11, NADH coupling 3%, HTR1A agonist 0.3, HER2 expr 66K 108, Hsp90 block -5, Autofluor 339 1.1 and M1 antag -0.037.
`CC(C)(C)OC(=O)NCCc1nnc(SCC(N)=O)o1` gave D1 allo mod -0.57, M1 agonist 0.42, Ec RNAP inh -4, NADH coupling 1%, HTR1A agonist 0.2, HER2 expr 66K 127, Hsp90 block 3, Autofluor 339 1.1 and M1 antag 0.082.
Screening COc1ccc2c(c1)[nH]c1c(=O)n(CCN3CCCC3)cnc12 returned D1 allo mod -0.86, M1 agonist 2.2*, Ec RNAP inh 3, NADH coupling 7%, HTR1A agonist -1.2, HER2 expr 66K 81, Hsp90 block -1, Autofluor 339 0.91 and M1 antag 0.14.
`Cc1nc(NCc2ccco2)[nH]c(=O)c1CCC(C)C` gave D1 allo mod 0.38, M1 agonist 0.95, Ec RNAP inh 8, NADH coupling 4%, HTR1A agonist -1.1, HER2 expr 66K 96, Hsp90 block -1, Autofluor 339 1.1 and M1 antag -2.4*.
`CSC1=NC2(CCCCC2)C2=C(CCCC2)N1` gave M1 agonist -0.99, Ec RNAP inh -5, NADH coupling 6%, HTR1A agonist -3.5, HER2 expr 66K 93, Hsp90 block -1, Autofluor 339 1.1 and M1 antag -0.68.
CC1(C)OC(=O)N(CCc2ccccc2)C1(C)O (centres undefined) was read as D1 allo mod -4.6, Ec RNAP inh -3, NADH coupling 6%, HTR1A agonist -4.8, HER2 expr 66K 96, Hsp90 block 2 and Autofluor 339 1.1.
`O=C(Cc1ccc(-n2cccc2)cc1)NCc1cccs1` gave D1 allo mod 0.31, M1 agonist -1.2, Ec RNAP inh -1, NADH coupling 5%, HTR1A agonist -3.4, HER2 expr 66K 72, Hsp90 block 2, Autofluor 339 1.1 and M1 antag 0.71.
Screening COc1ccc2ccccc2c1C1CC(=O)N2CN(C3CCCCC3)CSC2=C1C#N (centres undefined) returned D1 allo mod -0.21, M1 agonist -0.36, Ec RNAP inh 4, NADH coupling 6%, HTR1A agonist 0.1, HER2 expr 66K 133, Hsp90 block 2, Autofluor 339 0.99 and M1 antag -0.88.
`Cc1cc(C)c(C#N)c(SCc2[nH]nc3c2C(c2ccccc2)C(C#N)=C(N)O3)n1` (centres undefined) gave D1 allo mod 2.7, M1 agonist -0.16, Ec RNAP inh 4, NADH coupling 1%, HTR1A agonist 2.6, HER2 expr 66K 71, Hsp90 block -2, Autofluor 339 1.1 and M1 antag 0.36.
`Cn1cnc(S(=O)(=O)NCc2cccs2)c1` gave D1 allo mod 0.08, M1 agonist -0.0023, Ec RNAP inh -2, NADH coupling 3%, HTR1A agonist -3.6, HER2 expr 66K 75, Hsp90 block 4, Autofluor 339 1.1 and M1 antag 0.47.
For O=C(CN1C(=O)C2CC=C(Cl)CC2C1=O)NCc1ccccc1 (centres undefined) the results were D1 allo mod 0.018, M1 agonist 1.9, Ec RNAP inh 8, NADH coupling 5%, HTR1A agonist -2.7, HER2 expr 66K 88, Hsp90 block -4, Autofluor 339 0.89 and M1 antag 0.017.

For reference, some entries already given.
Screening COc1ccc2ccccc2c1C1CC(=O)N2CN(C3CCCCC3)CSC2=C1C#N (centres undefined) returned D1 allo mod -0.21, M1 agonist -0.36, Ec RNAP inh 4, NADH coupling 6%, HTR1A agonist 0.1, HER2 expr 66K 133, Hsp90 block 2, Autofluor 339 0.99 and M1 antag -0.88.
`Cc1cc(C)c(C#N)c(SCc2[nH]nc3c2C(c2ccccc2)C(C#N)=C(N)O3)n1` (centres undefined) gave D1 allo mod 2.7, M1 agonist -0.16, Ec RNAP inh 4, NADH coupling 1%, HTR1A agonist 2.6, HER2 expr 66K 71, Hsp90 block -2, Autofluor 339 1.1 and M1 antag 0.36.
`Cn1cnc(S(=O)(=O)NCc2cccs2)c1` gave D1 allo mod 0.08, M1 agonist -0.0023, Ec RNAP inh -2, NADH coupling 3%, HTR1A agonist -3.6, HER2 expr 66K 75, Hsp90 block 4, Autofluor 339 1.1 and M1 antag 0.47.
For O=C(CN1C(=O)C2CC=C(Cl)CC2C1=O)NCc1ccccc1 (centres undefined) the results were D1 allo mod 0.018, M1 agonist 1.9, Ec RNAP inh 8, NADH coupling 5%, HTR1A agonist -2.7, HER2 expr 66K 88, Hsp90 block -4, Autofluor 339 0.89 and M1 antag 0.017.

Other entries follow.
`COc1ccccc1NC(=O)CN1CCN(Cc2ccccc2)CC1` gave D1 allo mod -1.7, M1 agonist -0.021, Ec RNAP inh -1, NADH coupling 7%, HTR1A agonist 0.2, HER2 expr 66K 103, Hsp90 block -6, Autofluor 339 1.1 and M1 antag -0.12.
Screening Cc1cc(NC(=O)CCC(=O)N(CCC(C)C)C(C(=O)NC2CCCC2)c2cccnc2)no1 (centres undefined) returned M1 agonist 0.3, Ec RNAP inh 8, NADH coupling 6%, HTR1A agonist -1.0, HER2 expr 66K 85, Hsp90 block -1, Autofluor 339 1.1 and M1 antag -0.82.
COc1ccc(NS(=O)(=O)c2ccc(NC(C)=O)cc2)cc1OC was read as D1 allo mod -0.46, M1 agonist 0.13, Ec RNAP inh -7, NADH coupling 2%, HTR1A agonist -5.5, HER2 expr 66K 99, Hsp90 block 2, Autofluor 339 1 and M1 antag -0.66.
`CCOC(=O)N1CCC(NC(=O)Cn2c3c(c(-c4ccccc4Cl)cc2=O)CCC3)CC1` gave D1 allo mod -0.91, M1 agonist -0.63, Ec RNAP inh 3, NADH coupling 4%[fluoresces], HTR1A agonist -1.2, HER2 expr 66K 102, Hsp90 block -3, Autofluor 339 2.2* and M1 antag -0.12.
Screening Cc1nnc(OCc2nc3ccccc3n2C)c2ccccc12 returned D1 allo mod 1.1, M1 agonist -0.7, Ec RNAP inh 4, NADH coupling 3%, HTR1A agonist -0.6, HER2 expr 66K 97, Hsp90 block 0, Autofluor 339 1.1 and M1 antag 0.22.
Screening CCCc1nn(C)c2c1C(c1ccncc1)C(C#N)=C(N)O2 (centres undefined) returned D1 allo mod -1.6, M1 agonist 0.45, Ec RNAP inh 8, NADH coupling 3%, HTR1A agonist -3.8, HER2 expr 66K 92, Hsp90 block -4, Autofluor 339 1 and M1 antag -0.015.
CS(=O)(=O)Nc1ccc(C(=O)NCCC2=CCCCC2)cc1 was read as D1 allo mod -0.18, M1 agonist 0.0089, Ec RNAP inh 6, NADH coupling 1%, HTR1A agonist 1.7, HER2 expr 66K 71, Hsp90 block 0, Autofluor 339 1.1 and M1 antag -0.12.
Screening CCc1nnc(NC(=O)CSc2nnnn2-c2cccc(C(=O)OC)c2)s1 returned D1 allo mod -0.089, M1 agonist 0.61, Ec RNAP inh 8, NADH coupling 9%, HTR1A agonist -2.0, HER2 expr 66K 96, Hsp90 block -3, Autofluor 339 1.1 and M1 antag 0.77.
For Cc1ccccc1-c1nc(CN2CCC(C(=O)NCCC3=CCCCC3)CC2)c(C)o1 the results were D1 allo mod 1.2, M1 agonist -0.031, Ec RNAP inh 4, NADH coupling 5%, HTR1A agonist 6.3, HER2 expr 66K -16*, Hsp90 block -3, Autofluor 339 1.1 and M1 antag -0.12.
Screening Cc1cc2c3c(c1)C1(C(=O)N3C(C)(C)CC2C)C(C#N)=C(N)Oc2cc(O)ccc21 (centres undefined) returned D1 allo mod -0.44, M1 agonist -0.61, Ec RNAP inh 8, NADH coupling 4%, HTR1A agonist -0.2, HER2 expr 66K 88, Hsp90 block -14, Autofluor 339 1.1 and M1 antag -0.13.
CCOC(=O)N1CCC(NC(=O)C(Cc2ccccc2)NC(=O)C2CCCCC2)CC1 (centres undefined) was read as D1 allo mod -0.84, M1 agonist -0.068, Ec RNAP inh -6, NADH coupling 2%, HTR1A agonist 0.3, HER2 expr 66K 79, Autofluor 339 1.1 and M1 antag -0.46.
Screening Cc1cc(C(=O)Nc2c(C)nn(Cc3ccccc3Cl)c2C)no1 returned D1 allo mod 0.26, M1 agonist 0.4, Ec RNAP inh 3, NADH coupling 6%, HTR1A agonist -3.5, HER2 expr 66K 86, Hsp90 block 0, Autofluor 339 1.1 and M1 antag 0.2.
For O=C(c1ccccc1F)N1CCN(S(=O)(=O)c2ccc(S(=O)(=O)N3CCCCC3)cc2)CC1 the results were D1 allo mod 0.33, M1 agonist -1.3, Ec RNAP inh 5, NADH coupling 7%, HTR1A agonist -0.8, HER2 expr 66K 112, Hsp90 block 2, Autofluor 339 1.1 and M1 antag -0.12.
`CCOC(=O)c1ccc2c(c1)N(CC(=O)N1CCCC1)C(=O)C(C)(C)O2` gave D1 allo mod 1.9, M1 agonist 1.9, Ec RNAP inh 6, NADH coupling 10%, HTR1A agonist -3.1, HER2 expr 66K 82, Hsp90 block 3, Autofluor 339 1.1 and M1 antag -0.031.
COC(=O)[C@H](C)NC(=O)Nc1ccccc1C(F)(F)F was read as D1 allo mod -0.056, M1 agonist -0.59, Ec RNAP inh 7, NADH coupling 5%, HTR1A agonist -2.5, HER2 expr 66K 82, Hsp90 block -1, Autofluor 339 1.1 and M1 antag -0.54.
`Cc1cccc(C)c1NC(=O)c1cc(S(=O)(=O)N2CCOCC2)ccc1F` gave D1 allo mod -0.49, M1 agonist 0.7, Ec RNAP inh 3, NADH coupling 10%, HTR1A agonist -1.5, HER2 expr 66K 93, Hsp90 block 0, Autofluor 339 1.1 and M1 antag 0.74.
NC(=O)CSCc1cccc(Br)c1 was read as D1 allo mod -1.5, Ec RNAP inh 2, NADH coupling 5%, HTR1A agonist -1.1, HER2 expr 66K 96, Hsp90 block -4 and Autofluor 339 1.1.
Screening COc1ccc(CCN2CC(C#N)=C3c4cc(OC)c(OC)cc4CCN3C2)cc1OC returned D1 allo mod 5*, M1 agonist 2.2, Ec RNAP inh 0, NADH coupling 8%, HTR1A agonist 2.0, HER2 expr 66K 104, Hsp90 block -4, Autofluor 339 1.1 and M1 antag -0.49.
CC(NS(=O)(=O)c1ccc(F)cc1)C(=O)NCc1ccncc1 (centres undefined) was read as D1 allo mod -0.21, M1 agonist 1, Ec RNAP inh 11, NADH coupling 8%, HTR1A agonist -1.4, HER2 expr 66K 101, Hsp90 block -2, Autofluor 339 1.1 and M1 antag -0.025.

Compounds were not picked by outcome. About 16% of those tested had a hit in this group.
